Compound activity deposited in PubChem BioAssay by Broad Institute.
DENV2 CPE: inhibitors of DENV2 cytopathic effect, primary screen, cell-based, plate reader, single concentration; 350,000 tested, 1.7% active; CPE inhibition, % at 9.99 µM; AID 651640, 2012; DENV2-infected cells, cytopathic effect rescue; in the data active means CPE inhibition above about 20%, passing the limit was not always enough; inconclusive means no clear call, values can overlap the other calls; tested in BHK-21 cells;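 further: 0% = median of neutral control wells and 100% = median of positive control wells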
LGR2 inh: inhibitors of bursicon-induced LGR2 CRE-luciferase signal, primary screen, cell-based, HEK293, CRE-luciferase reporter, bursicon stimulation | inhibition, % at 9.99 µM | bursicon-stimulated, 4 h | AID 720647, 2013 | 380,000 tested, 0.35% active;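 active means drop in luminescence signal, shown as inhibition above about 50% in the replicate tests, limit read from the data, passing the limit was not always enough; inconclusive means probably only some replicates passing the limit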;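 further: agonist challenge used bursicon conditioned medium at about half maximal strength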
EWS-Fli inh: EWS/Fli-driven NR0B1 reporter inhibitors, primary screen, A673 cells, NR0B1 luciferase, luminescence, MLPCN library; viability-normalised; inhibition, % at 12.6 µM; 350,000 tested, 0.67% active;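 active means mean inhibition of at least 50% after viability correction, with every replicate also passing that limit; inconclusive means mean reaches 50% but only one of two replicates passes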;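 further: firefly luciferase signal divided by Alamar Blue viability fluorescence both relative to DMSO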
ARNT TACC3 PPI: disruptors of ARNT/TACC3 protein interaction, primary screen, biochemical, AlphaScreen, single concentration; 390,000 tested, 0.66% active; AlphaScreen His-ARNT PAS-B/GST-TACC3 binding, luminescence; TACC3 fragment carries E629A point mutation; inhibition, % at 9.99 µM; AID 623870, 2012;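 active means mean inhibition of replicates at least 50% and at least half of replicates each reaching 50%; inconclusive means half or more replicates reach 50% but mean below 50%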;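 further: 0% = complete ARNT plus TACC3 wells and 100% = ARNT alone without TACC3; many hits fall short of the cut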
CASP6 VEID inh: human caspase-6 inhibitors, primary screen, biochemical, VEID-R110 fluorescence, single point, set 2; P55212; purified caspase-6, Z-VEID-R110 cleavage fluorescence; inhibition, % at 12.5 µM; 350,000 tested, 0.53% active; AID 686996, 2013;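 active means mean inhibition across replicates at least about 35%, with every replicate also reaching that limit, limit read from the data; inconclusive means only one of the two criteria met; inactive means neither criterion met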;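 further: 0% = median of neutral control wells and 100% = no fluorescence left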
Target sequence (P55212 24-179 limits assumed): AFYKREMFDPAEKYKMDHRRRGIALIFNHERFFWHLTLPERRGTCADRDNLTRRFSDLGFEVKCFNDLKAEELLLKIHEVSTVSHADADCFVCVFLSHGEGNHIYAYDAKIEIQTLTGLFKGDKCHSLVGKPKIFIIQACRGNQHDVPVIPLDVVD
Target sequence (P55212 194-293 limits assumed): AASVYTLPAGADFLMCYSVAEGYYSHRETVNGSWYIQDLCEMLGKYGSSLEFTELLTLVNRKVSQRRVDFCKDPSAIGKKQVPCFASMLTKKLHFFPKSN
PAX8 inh HTS: inhibitors of PAX8-driven TPO luciferase reporter, primary screen, RMG-I cells, single concentration; SteadyGlo, 24 h; inhibition, % at 12.6 µM; 360,000 tested, 1.2% active; AID 652154, 2013;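 active means mean replicate inhibition at least 60% with every replicate also reaching 60%; inconclusive means only one of the two criteria is met; inactive means mean below 60% and not all replicates reaching 60%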;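 further: luciferase light reporting Pax8 driven TPO promoter activity; plate controls were median of neutral control wells for no effect and mitoxantrone controls for full effect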
SIRT5 block: SIRT5 desuccinylase inhibitors, primary screen, biochemical, fluorescence imaging, single point, set 5; Purified SirT5, succinyl-peptide AMC, trypsin-coupled fluorescence; inhibition, % at 15 µM; 330,000 tested, 1.1% active; AID 652115, 2013; in the data active means inhibition above about 15%; inconclusive means no clear call, values can overlap the other calls
Target sequence (Q9NXA8 whole entry, looked up): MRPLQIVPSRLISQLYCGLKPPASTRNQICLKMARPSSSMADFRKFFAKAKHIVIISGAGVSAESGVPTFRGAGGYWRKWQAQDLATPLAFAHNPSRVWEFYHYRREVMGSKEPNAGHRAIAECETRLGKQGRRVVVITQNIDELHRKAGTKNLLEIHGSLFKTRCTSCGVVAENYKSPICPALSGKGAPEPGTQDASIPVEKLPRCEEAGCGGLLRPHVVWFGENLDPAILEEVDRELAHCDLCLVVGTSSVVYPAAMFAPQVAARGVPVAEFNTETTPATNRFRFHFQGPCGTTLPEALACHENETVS
* marks the source's active call; other numbers are inactive results; & = joins results of further samples.

Screening CN1c2ccc(-c3cccc(F)c3)cc2[C@@H]2[C@@H](CCN2C(=O)Cc2ccccc2)[C@H]1CO returned DENV2 CPE -15, LGR2 inh 12, EWS-Fli inh -3, ARNT TACC3 PPI 5, CASP6 VEID inh -2, PAX8 inh HTS -1 and SIRT5 block -4.
Screening COc1ccc(CCNC(=S)Nc2cccc3ccccc23)cc1 returned LGR2 inh -7, ARNT TACC3 PPI 9 and PAX8 inh HTS 3.
Screening COCC(=O)Nc1ccc2c(c1)OC[C@@H](C)N(Cc1ccncc1)C[C@H](C)[C@H](OC)CN(C)C2=O returned DENV2 CPE -2, LGR2 inh 6, EWS-Fli inh -9, ARNT TACC3 PPI -1, CASP6 VEID inh -1 and SIRT5 block 3.
`CC(Sc1nc2c(c(=O)[nH]1)CCCC2)C(=O)Nc1ccc(S(N)(=O)=O)cc1` (stereo not given) gave DENV2 CPE -5, LGR2 inh -9, EWS-Fli inh 6, ARNT TACC3 PPI -1, CASP6 VEID inh 0, PAX8 inh HTS -81 and SIRT5 block 4.
Screening COc1ccc(/C=N/NC(=O)C(=O)NCC2CCCO2)cc1 (stereo not given) returned DENV2 CPE 9, EWS-Fli inh 4, ARNT TACC3 PPI 3, CASP6 VEID inh -3, PAX8 inh HTS 37 and SIRT5 block 3.
COc1ccc(S(=O)(=O)N(C)C[C@@H]2Oc3ccc(NS(C)(=O)=O)cc3C(=O)N([C@@H](C)CO)C[C@H]2C)cc1 was read as DENV2 CPE -7&7, LGR2 inh -7&5, EWS-Fli inh -5&3, ARNT TACC3 PPI -7&13, CASP6 VEID inh 0&4, PAX8 inh HTS 12 and SIRT5 block -5.
For COc1ccc(NS(=O)(=O)c2cccc(C(=O)NCc3ccccc3CN3CCOCC3)c2)cc1 the results were DENV2 CPE inconclusive, LGR2 inh -1, EWS-Fli inh 7, ARNT TACC3 PPI 9, CASP6 VEID inh 1, PAX8 inh HTS 0 and SIRT5 block -2.
`COc1ccc(S(=O)(=O)NNC(=O)c2ccc(-n3c(C)ccc3C)cc2)cc1` gave DENV2 CPE 0, LGR2 inh -9, EWS-Fli inh -15, ARNT TACC3 PPI 1, CASP6 VEID inh -3, PAX8 inh HTS 2 and SIRT5 block -1.
For CCCCc1ccc(NC(=S)NCCO)cc1 the results were DENV2 CPE 6, LGR2 inh -19, EWS-Fli inh 1, ARNT TACC3 PPI -12, CASP6 VEID inh 2, PAX8 inh HTS 2 and SIRT5 block 0.
Screening CCOc1ccc(Nc2nc(N)c([N+](=O)[O-])c(N3CCN(C)CC3)n2)cc1 returned DENV2 CPE 3, LGR2 inh -8, EWS-Fli inh -4, ARNT TACC3 PPI 6, CASP6 VEID inh -3, PAX8 inh HTS -40 and SIRT5 block 0.
Screening COCCNC(=O)C[C@@H]1CC[C@H]2[C@H](COc3ccc(NC(=O)Nc4ccccc4)cc3C(=O)N2C)O1 returned DENV2 CPE -2, LGR2 inh 6, EWS-Fli inh 0, ARNT TACC3 PPI 10, CASP6 VEID inh -2, PAX8 inh HTS 9 and SIRT5 block -5.
Screening O=C(/C=C/c1cccc([N+](=O)[O-])c1)NCCSCc1ccco1 returned DENV2 CPE 13, LGR2 inh 20, EWS-Fli inh 3, ARNT TACC3 PPI -1, CASP6 VEID inh 1, PAX8 inh HTS -12 and SIRT5 block 1.
`Cn1c(=S)n(C)c2ccccc21` gave DENV2 CPE 3, LGR2 inh 10, EWS-Fli inh 0, ARNT TACC3 PPI -8, CASP6 VEID inh 1, PAX8 inh HTS -13 and SIRT5 block -1.
`O=S(=O)(NCC(O)c1ccccc1)c1ccc(-c2ccccn2)s1` (stereo not given) gave DENV2 CPE 2, LGR2 inh 8, EWS-Fli inh 0, ARNT TACC3 PPI -9, CASP6 VEID inh 1, PAX8 inh HTS -4 and SIRT5 block 0.
C/C(=N\NC(=O)c1cc(-c2cccc(OC(C)C)c2)nc2ccccc12)c1cccnc1 was read as DENV2 CPE 5, LGR2 inh -43, EWS-Fli inh -19, ARNT TACC3 PPI 0, CASP6 VEID inh -7, PAX8 inh HTS -6 and SIRT5 block -2.
Nc1c(-c2ccccc2)cnc2c(-c3ccccc3)cnn12 was read as DENV2 CPE 0, LGR2 inh 33, EWS-Fli inh 19, ARNT TACC3 PPI 1, CASP6 VEID inh -2, PAX8 inh HTS -70 and SIRT5 block 15.
Screening CNC[C@@H]1Oc2ccc(NC(=O)c3ccncc3)cc2CC(=O)N([C@H](C)CO)C[C@@H]1C returned DENV2 CPE -2, LGR2 inh 12, EWS-Fli inh -3, ARNT TACC3 PPI -2, CASP6 VEID inh -1, PAX8 inh HTS 7 and SIRT5 block 6.
Cc1cc(C(=O)COC(=O)C2=COCCO2)c(C)n1-c1ccccc1 was read as DENV2 CPE 13, LGR2 inh 91*, EWS-Fli inh 16, ARNT TACC3 PPI 7, CASP6 VEID inh -2, PAX8 inh HTS 75* and SIRT5 block -2.
O=C(c1ccccn1)N1CC[C@H]2[C@H](CO)Nc3ccc(C#Cc4cccnc4)cc3[C@H]21 was read as DENV2 CPE -4, LGR2 inh 12, EWS-Fli inh 9, ARNT TACC3 PPI 10 and PAX8 inh HTS 8.
Screening Cc1noc(C)c1NC(=O)N(C)C[C@H]1Oc2c(NC(=O)NC3CCCCC3)cccc2C(=O)N([C@@H](C)CO)C[C@@H]1C returned DENV2 CPE 18, LGR2 inh 8, EWS-Fli inh -5, ARNT TACC3 PPI -1, CASP6 VEID inh 0 and SIRT5 block -5.
For Cc1noc(C)c1NC(=O)N(C)C[C@@H]1Oc2c(NC(=O)Nc3ccc4c(c3)OCO4)cccc2C(=O)N([C@H](C)CO)C[C@@H]1C the results were DENV2 CPE -4, LGR2 inh -4, EWS-Fli inh -6, ARNT TACC3 PPI -2, CASP6 VEID inh 0 and SIRT5 block -2.
Screening Cc1nc(-c2ccccc2)sc1C1(C)CC(c2ccccc2F)=NO1 (stereo not given) returned DENV2 CPE 7, LGR2 inh -52, EWS-Fli inh -32, ARNT TACC3 PPI 2, CASP6 VEID inh 6 and PAX8 inh HTS -57.
For O=C(CNC(=O)c1ccccc1F)NC1CCN(Cc2ccccc2)CC1 the results were DENV2 CPE -1, LGR2 inh 14, EWS-Fli inh -1, ARNT TACC3 PPI 1, PAX8 inh HTS -27 and SIRT5 block -2.
Screening CC(C)(C)c1nnc(N/N=C/c2ccccc2O)n(N)c1=O returned LGR2 inh 0, ARNT TACC3 PPI 60* and PAX8 inh HTS 34.
Screening O=C(NCc1ccc2c(c1)OCO2)c1ccco1 returned DENV2 CPE 4, LGR2 inh -14, EWS-Fli inh 1, ARNT TACC3 PPI -4, CASP6 VEID inh -5 and PAX8 inh HTS 11.
For COc1ccc(NC(=O)N(C)C[C@H]2Oc3ccc(NS(C)(=O)=O)cc3C(=O)N([C@H](C)CO)C[C@@H]2C)cc1 the results were DENV2 CPE -3, EWS-Fli inh -5, ARNT TACC3 PPI -7, CASP6 VEID inh -1 and SIRT5 block 3.
O=C(COC(=O)c1cc(=O)[nH]c(=O)[nH]1)Nc1cccc(Cl)c1 was read as DENV2 CPE 9, LGR2 inh -5, EWS-Fli inh 12, ARNT TACC3 PPI -8, CASP6 VEID inh -2, PAX8 inh HTS 0 and SIRT5 block -2.
Screening COc1cc(/C=N/NC(N)=O)cc([N+](=O)[O-])c1O returned DENV2 CPE -7, LGR2 inh -24, EWS-Fli inh -5, CASP6 VEID inh 9, PAX8 inh HTS 7 and SIRT5 block 7.
`Cc1ccccc1Nc1c(F)c(F)c(F)c(F)c1C(=O)O` gave DENV2 CPE 5, LGR2 inh -1, EWS-Fli inh 3, ARNT TACC3 PPI -7, CASP6 VEID inh -3, PAX8 inh HTS 0 and SIRT5 block -4.
CCOC(=O)c1sc(NC(=O)CN2C(=O)NC3(CCCCCCC3)C2=O)c(C(=O)OCC)c1C was read as DENV2 CPE -3, LGR2 inh 12, EWS-Fli inh 10, ARNT TACC3 PPI -2, CASP6 VEID inh 2, PAX8 inh HTS -15 and SIRT5 block 0.
Screening O=C(CCN1CCCCC1)N[C@@H]1CC[C@H](CCn2cc(-c3ccc(F)cc3)nn2)O[C@@H]1CO returned DENV2 CPE 5, LGR2 inh 0, EWS-Fli inh 1, ARNT TACC3 PPI -4, CASP6 VEID inh 4, PAX8 inh HTS 3 and SIRT5 block -1.
For COc1ccc(NC(=O)Nc2ccc3c(c2)C(=O)N([C@@H](C)CO)C[C@@H](C)[C@@H](CN(C)Cc2ccc(Cl)c(Cl)c2)O3)cc1 the results were DENV2 CPE 3, LGR2 inh 2, EWS-Fli inh -11, ARNT TACC3 PPI 12, CASP6 VEID inh -1 and SIRT5 block 1.
`CC[C@@H]1CCCCc2ccccc2[C@H](C(=O)C[C@H](O)CC(C)=O)OC1=O` gave DENV2 CPE -3, LGR2 inh 11, EWS-Fli inh 4, ARNT TACC3 PPI 0, CASP6 VEID inh 1 and PAX8 inh HTS -16.
For CCCNC(=O)c1ccc2c(=O)c(O)c(-c3ccc(C)cc3)[nH]c2c1 the results were DENV2 CPE -1, LGR2 inh 15, EWS-Fli inh 11, ARNT TACC3 PPI 3, CASP6 VEID inh 2, PAX8 inh HTS 50 and SIRT5 block -2.
Cc1ccc(S(=O)(=O)CCC(=O)OCc2nc(N)nc(Nc3ccccc3C)n2)cc1 was read as DENV2 CPE -10, LGR2 inh 1, EWS-Fli inh -5, ARNT TACC3 PPI 5, CASP6 VEID inh 0, PAX8 inh HTS 2 and SIRT5 block -2.
Screening CC/C(=C\c1ccc(Cl)cc1)c1ccncc1 returned DENV2 CPE 9, LGR2 inh -12, EWS-Fli inh 1, ARNT TACC3 PPI -7, CASP6 VEID inh -2, PAX8 inh HTS -3 and SIRT5 block -1.
Screening COc1cc(C(=O)C(=O)c2ccc(OC)c(OC)c2)ccc1O returned DENV2 CPE -2, LGR2 inh -1, EWS-Fli inh 4, ARNT TACC3 PPI -10, CASP6 VEID inh 0, PAX8 inh HTS -5 and SIRT5 block 3.
`CC(=O)N1CCN(CC(C)(C)NS(=O)(=O)c2ccccc2)CC1` gave DENV2 CPE -1, LGR2 inh 21, EWS-Fli inh -1, ARNT TACC3 PPI -1, CASP6 VEID inh 4, PAX8 inh HTS 12 and SIRT5 block 0.
Screening Cc1noc(C)c1S(=O)(=O)Nc1ccc2c(c1)CC(=O)N([C@@H](C)CO)C[C@@H](C)[C@H](CN(C)C(=O)Nc1cccc3ccccc13)O2 returned DENV2 CPE 0, LGR2 inh 7, EWS-Fli inh 3, ARNT TACC3 PPI 6, CASP6 VEID inh -1 and SIRT5 block -1.
Screening COc1cccc(N2CCN(c3ncnc4c3cnn4-c3ccc(C)cc3C)CC2)c1 returned DENV2 CPE -6, LGR2 inh inconclusive, EWS-Fli inh 48, ARNT TACC3 PPI 4, CASP6 VEID inh -1, PAX8 inh HTS 102* and SIRT5 block -4.
O=C(CN1C(=O)C(=O)N(Cc2ccccc2)C1=O)c1ccc[nH]1 was read as DENV2 CPE 3, LGR2 inh -25, EWS-Fli inh -40, ARNT TACC3 PPI 17, CASP6 VEID inh 0, PAX8 inh HTS -32 and SIRT5 block 0.
Cc1ccc(Cl)cc1N(CC(=O)NC1CCCC1)C(=O)c1csnn1 was read as DENV2 CPE -3, LGR2 inh 5, EWS-Fli inh 5, ARNT TACC3 PPI 2, CASP6 VEID inh 2, PAX8 inh HTS -4 and SIRT5 block 0.
Screening CCNC(=O)C[C@@H]1CC[C@H]2[C@@H](COc3ccc(NC(=O)C4CCOCC4)cc3C(=O)N2C)O1 returned DENV2 CPE 1, LGR2 inh -23, EWS-Fli inh 3, ARNT TACC3 PPI -5, CASP6 VEID inh -1, PAX8 inh HTS -14 and SIRT5 block -1.
